# High-throughput results as filed in PubChem.
# BRCA1 expr act: BRCA1 expression activation; AID 624202; Potency, µM (series often up to 46.1 µM), for the others: at the top dose activation, hits mostly activators; 380,000 compounds, 1.1% hits; MCF7-BRCA1-FFLuc reporter, luminescence, 48 h; response scale: scaled: vehicle 0%, 10 µM genistein 100%; active = well fitted activation curve with a large enough effect; also: nearly all actives have a fitted effect of over 80% in size; some results filed as inactive show a strong effect at the top dose
#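 MCF7 cells carrying a BRCA1-firefly luciferase reporter (2000 cells/well, phenol-red free MEM) were attached for 2 h at 37 °C, then given compounds for 48 h. Luminescence was read 15 min after luciferase reagent; activity normalized to genistein (10 microM) and DMSO.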
# Active calls of the source: *. Potency is read from the fitted curve at half-maximal effect.
SMILES,BRCA1 expr act
O=[N+]([O-])c1ccc(NN=CC2CCCCCC2)c([N+](=O)[O-])c1,3%
CNc1ncnc2c1ncn2[C@H]1CN(Cc2ccc(OC)cc2)C[C@@H](CO)O1,0%
COc1ccc(CN2C(=O)c3ccccc3C2(C)c2nc3ccccc3[nH]2)cc1 (stereo not drawn),19%
CCOC(=O)C1(C)CCCCN1C(=O)c1cccs1 (stereo not drawn),0%
CCCCN1C(=O)C(CC(=O)NCCCCc2ccccc2)CC(C(=O)N(C(C)C)C(C)C)=C1C (stereo not drawn),-1%
C[C@@H]1CN([C@@H](C)CO)C(=O)c2cc(C#Cc3cccc(F)c3)cnc2O[C@@H]1CN(C)CC1CCOCC1,-7%
CC(O)(c1ccccc1)c1nc(-c2ccc(F)c(Cl)c2)cs1 (stereo not drawn),15%
Cc1noc(C)c1NC(=O)N(C)C[C@@H]1Oc2ncc(Br)cc2C(=O)N([C@@H](C)CO)C[C@H]1C,-1%
CC1(C(=O)NCCC#N)CCN1C(=O)Cc1ccc(-c2ccccc2)cc1 (stereo not drawn),3%
Cc1ccc(C(=O)N2CCN(c3ccc4c(c3)C3CC4CCN3C(=O)OCc3ccccc3)CC2)cc1 (stereo not drawn),-1%
Cc1ccc(OCCNC(=O)CNC(=O)Cc2cccc3ccccc23)cc1,2%
COc1ccc(C(=O)N2CCCCC2c2cc(C(=O)NCc3cccnc3)no2)cc1 (stereo not drawn),16%
CC(=O)Nc1cccc(-c2ccnc3c2CC(C)(C(=O)Nc2ccc(F)c(Cl)c2)O3)c1 (stereo not drawn),-50%
CN(C)c1ccc(C(I)C(I)c2ccnc3ccccc23)cc1 (stereo not drawn),23%
CC(C)NC(=O)C1(C)CCCN1C(=O)c1ccc2c(c1)C(C)(C)CCC2(C)C (stereo not drawn),10%
COc1cc2nc(N3CCCN(C)CC3)nc(N(C)C)c2cc1OC,-43%
CC1(C)OC(=O)C2=C(C[C@@H](CCOCc3ccccc3)O[C@@H]2c2ccc(F)cc2)O1,4%
Brc1cccc[n+]1Cc1ccc(C[n+]2ccccc2Br)cc1,10%
COc1cc(/C=C/CN2CCC(C(=O)NC(c3ccc(F)cc3)c3ccc4ccccc4n3)CC2)ccc1OC(C)=O (stereo not drawn),-56%
CN(C)CCN1CCN(C2CN(Cc3ccc([N+](=O)[O-])cc3)S(=O)(=O)C2)CC1 (stereo not drawn),-3%
Cc1cccc(C)c1C(O)c1ncc(-c2cccc(F)c2)[nH]1 (stereo not drawn),3%
CC1(C(=O)NS(=O)(=O)Cc2cccc(Cl)c2)CCN1C(=O)Cc1ccccc1 (stereo not drawn),-4%
C[C@H](NC(=O)c1ncn2c1C(=O)NC[C@H]2C)C(=O)OC(C)(C)C,-2%
O=C1NC[C@H](CCCCN2C[C@H](Cc3ccc(O)cc3)N(Cc3ccccc3)C(=O)C2=O)N(CCc2ccc(O)cc2)C1=O,15%
COc1cc(OC)c(OC)cc1/C=C1\C=Cc2ccccc21,-2%
CC(=O)c1cccc(Nc2ccc(C#N)cc2)c1,39%
Cc1cccc(NC(=O)c2ncn3c2C(=O)N(C)CC3)c1,14%
CN(C)c1nc(N)nc2c1ncn2C1OC(CO)CC1O (stereo not drawn),20%
C[C@@H]1Cn2cnc(C(=O)N[C@@H](C)C(=O)OC(C)(C)C)c2C(=O)N1,4%
Cc1cc(C(=O)N2CCC2(C)C(=O)NCc2cccc3ccccc23)nn1C (stereo not drawn),-10%
CCO/C(C)=N/Oc1cncnc1,19%
COc1ccccc1CNC(=O)Nc1nc(C(N)Cc2ccc(Cl)cc2)cs1 (stereo not drawn),-23%
Cc1cc(S(=O)(=O)Nc2ccc(C(=O)NCCN3CCOCC3)cc2)ccc1F,-5%
CCOC(=O)C1(C)CCN1C(=O)c1ccc(Cl)cc1Cl (stereo not drawn),13%
CCOc1ccccc1C(=O)NC(C(=O)OCn1nnc2ccccc2c1=O)C(C)C (stereo not drawn),3%
Cn1ccc2c(N(c3ccccc3)C3CCCCC3)cc3c(c21)C1CCC3O1 (stereo not drawn),-19%
OC(c1ccccc1)c1nc(-c2cc(F)cc(F)c2)cs1 (stereo not drawn),65%
CC(=O)Nc1cc(-c2ccccc2CN(C)C)cn2c(-c3ccc(F)c(Cl)c3)cnc12,-7%
COCCNC(=O)C1(C)CCCN(C(=O)Cc2ccc3ccccc3c2)C1 (stereo not drawn),27%
CN(CC(=O)Nc1cccc(F)c1)C(=O)c1cccc(S(=O)(=O)N2CCN(Cc3ccccc3)CC2)c1,-37%
O=C(c1cc(-c2ccncc2)nc2ccccc12)N1CCCC(C(F)(F)F)C1 (stereo not drawn),1%
COc1ccc(NC(=O)c2cc(-c3cc(F)ccc3OC)n[nH]2)cc1OC,-10%
CN(C)c1ccc(/C=C/c2cccc3ccccc23)cc1,-10%
CC(=O)OC1CCC2C3CCc4cc(OP(=O)(N5CC5)N5CC5)ccc4C3CCC12C (stereo not drawn),2%
CCN(CC)C(=O)c1cccc(-c2csc(C(C)(O)c3cccc(F)c3)n2)c1 (stereo not drawn),-49%
COC(=O)c1ccccc1NC(=O)CC(NCc1ccccc1)C(=O)O (stereo not drawn),-8%
CCCNC(=O)C1(C)CCCN(C(=O)COCc2ccccc2)C1 (stereo not drawn),-4%
Cc1ccc(Nc2cc(=O)n(C)c(=O)[nH]2)cc1C,-29%
CC1CN=C(NS(=O)(=O)c2ccccc2)N1 (stereo not drawn),0%
COc1ccc(-c2nc3ccc(C)cn3c2CC(C)(C)C)cc1OC,-5%
C[C@H]1CN([C@@H](C)CO)S(=O)(=O)c2ccc(Br)cc2O[C@H]1CN(C)C(=O)Cc1ccccc1,7%
CCc1sc(-c2cc3cccc(OC)c3oc2=O)nc1-c1ccccc1,2%
CC(=O)Nc1cc(-c2cccc(C)c2)cn2c(-c3ccc(S(C)(=O)=O)cc3)cnc12,-23%
COc1cccc(-c2cnc(C(O)c3c(C)cccc3C)[nH]2)c1 (stereo not drawn),0%
CC(=O)Nc1cccc(-c2cc(NC(C)=O)c3ncc(-c4ccc(C(C)=O)cc4)n3c2)c1,-4%
Cc1ccc(S(=O)(=O)N(C)C[C@H]2Oc3cc(C#CC4CCCC4)ccc3S(=O)(=O)N([C@H](C)CO)C[C@H]2C)cc1,-57%
Cc1ccc(Cn2cc(CN3CC(N4CCN(C5CCN(C)CC5)CC4)CS3(=O)=O)nn2)cc1 (stereo not drawn),13%
COc1ccc(/C=C/c2ccc3ccccc3[n+]2C)c(OC)c1OC,-4%
CNC[C@@H]1OCc2ccccc2-c2c(n(C)c3ccccc23)C(=O)N([C@H](C)CO)C[C@H]1C,-50%
CCOC(=O)[C@]12CCCC=C1N(Cc1cccc3ccccc13)C(=O)[C@H](CC(=O)NCCCN1CCCC1=O)C2,1%

# Entries from the list above that have bromine (3):
SMILES,BRCA1 expr act
Cc1noc(C)c1NC(=O)N(C)C[C@@H]1Oc2ncc(Br)cc2C(=O)N([C@@H](C)CO)C[C@H]1C,-1%
Brc1cccc[n+]1Cc1ccc(C[n+]2ccccc2Br)cc1,10%
C[C@H]1CN([C@@H](C)CO)S(=O)(=O)c2ccc(Br)cc2O[C@H]1CN(C)C(=O)Cc1ccccc1,7%

# The list goes on.
SMILES,BRCA1 expr act
Cc1ccc(NC(=O)COC(=O)CN2CCSC2=O)cc1F,4%
CCN1CCN(c2ccc(NC(=O)CC3OC(=O)c4ccccc43)cc2C)CC1 (stereo not drawn),54%
CN1[C@@H](COCc2ccccc2)C=CS1(=O)=O,0%
CN1C(=O)CON=C1c1cccc2ccccc12,7%
CC(C)C[C@@H]1Cc2[nH]c(=S)[nH]c(=O)c2[C@H](CCc2ccccc2)O1,7%
COC(=O)[C@]12CCCCC=C1N(Cc1ccc(Cl)cc1Cl)C(=O)[C@H](CC(=O)NCCC(C)C)C2,-24%
O=C(/C=C/[C@H]1O[C@@H](n2ccc(=O)[nH]c2=O)[C@H](O)[C@@H]1O)N[C@@H](Cc1ccccc1)C(=O)O,8%
CCCCn1nnnc1C(c1ccccc1)N1CCN(c2c(Cl)cncc2Cl)CC1 (stereo not drawn),-27%
Clc1ccc2nc(-c3ccccc3)c(Cc3ccsc3)n2c1,9%
CC(C)C[C@H]1CNC(=S)N1C[C@H]1CCCN1C[C@H](Cc1ccc(O)cc1)N1C[C@H](CC(C)C)N(CCc2ccccc2)C1=S,-59%
O=c1cc(CN2CCN(c3ccccc3)CC2)c2ccccc2o1,11%
O=C1OC(c2cccc3c(F)cccc23)c2ccccc21 (stereo not drawn),0%
COCC1CCN(C(=O)c2ccc3oc(C(C)C)nc3c2)C1 (stereo not drawn),29%
CCCc1c(-c2ccccc2F)ncn1CCc1ccccc1OC,-28%
CNC(=O)C1CN(C(=O)c2nn(Cc3ccccc3)c(=O)c3ccccc23)c2ccccc2O1 (stereo not drawn),-9%
O=C(c1ccc(CS(=O)Cc2cccc(Cl)c2)o1)N1CCN(c2ccc(F)cc2)CC1 (stereo not drawn),9%
Cc1ccc(/C(N)=N/OC(=O)COc2cccc3ccccc23)cc1,27%
CCc1cc(-c2cnnn2Cc2ccc3ccccc3c2)ccc1-c1cn(CC(C)C)nn1,3%
COc1ccc(C(C)=O)cc1Cn1c(C)c(C(=O)NCc2ccc(C(C)C)cc2)sc1=O,-26%
COc1ccc(/C=c2\[nH]c(=O)/c(=C/c3ccc(OC)c(OC)c3)[nH]c2=O)cc1OC,0%

# Three structures from above, ordered by heavy-atom count, largest number first:
SMILES,BRCA1 expr act
CC(=O)OC1CCC2C3CCc4cc(OP(=O)(N5CC5)N5CC5)ccc4C3CCC12C (stereo not drawn),2%
CN(C)c1nc(N)nc2c1ncn2C1OC(CO)CC1O (stereo not drawn),20%
CN1C(=O)CON=C1c1cccc2ccccc12,7%

# Laid out differently: entries from further up.
structure	BRCA1 expr act
CC(=O)OC1CCC2C3CCc4cc(OP(=O)(N5CC5)N5CC5)ccc4C3CCC12C (stereo not drawn)	2%
CC(C)C[C@H]1CNC(=S)N1C[C@H]1CCCN1C[C@H](Cc1ccc(O)cc1)N1C[C@H](CC(C)C)N(CCc2ccccc2)C1=S	-59%
C[C@@H]1Cn2cnc(C(=O)N[C@@H](C)C(=O)OC(C)(C)C)c2C(=O)N1	4%
CN1[C@@H](COCc2ccccc2)C=CS1(=O)=O	0%
Cc1cc(S(=O)(=O)Nc2ccc(C(=O)NCCN3CCOCC3)cc2)ccc1F	-5%

# Next section:
SMILES,BRCA1 expr act
CC(NC(=O)c1cc(COc2ccc(-n3cncn3)cc2)on1)c1ccc(F)cc1 (stereo not drawn),13µM*
CCOC(=O)C1=NOC2(C1)C(=O)Nc1c(Cl)cccc12 (stereo not drawn),18%
CC(C)CC1C(=O)N(Cc2cn(Cc3ccco3)nn2)CCS(=O)(=O)N1Cc1ccc(-c2ccncc2)cc1 (stereo not drawn),-38%
CCN(CC)C(=O)C1=C(C)N(Cc2ccc(C(C)(C)C)cc2)C(=O)C(CC(=O)NC2CCCCC2)C1 (stereo not drawn),0%
C[C@]12CC[C@H](O)CC1=CCC1C2CC[C@@]2(C)C1CC[C@@H]2NCc1ccccc1 (stereo partly drawn),-8%
COc1cccc(CNc2nc3cc(-c4cccc(Cl)c4)sc3c(=O)n2C)c1OC,-35%
C1NNCC12CNNC2,0%
CC1=C(C(=O)N2CCOCC2)CC(CC(=O)NCCCN(C)C)C(=O)N1CCC1=CCCCC1 (stereo not drawn),-5%
CCCCC(=O)N(C)c1c(CC)nc2c(OCc3ccc(C#N)cc3)cccn12,0%
CCCc1c(C(=O)N/N=C/C=C/c2ccccc2)nnn1-c1nonc1N,-7%
CCOC(=O)C1(C)CCCCN1C(=O)c1ccccc1OC (stereo not drawn),-2%
CCCNC(=O)C1(C)CCN(C(=O)C2(c3ccc(Cl)cc3)CCCC2)C1 (stereo not drawn),0%
Cc1ccc(F)cc1C(=O)N1CCCC(c2cc(C(=O)Nc3ccccc3)no2)C1 (stereo not drawn),10%
CC1(C(=O)NS(=O)(=O)c2ccc(C#N)cc2)CCN1C(=O)Cc1cc(F)ccc1F (stereo not drawn),6%
CC(=O)NC(c1ccc(F)c(F)c1)c1nc(-c2cccc(C(F)(F)F)c2)cs1 (stereo not drawn),-14%
O=C(Nc1ccccc1F)c1nc[nH]c1C(=O)NCc1ccccc1,-11%
CN1CCN(c2ccc(S(=O)(=O)N3CCCCC3)cc2NC(=O)CSC(C)(C)C)CC1,-2%
C[C@@H]1CN([C@H](C)CO)C(=O)CCCn2nncc2CO[C@H]1CN(C)S(C)(=O)=O,3%
ClCCn1c(CCl)nc2ccc(Cl)cc21,8%
CCc1nc2c(OCc3ccccc3C)cccn2c1N(C)C(=O)C1CC1,0%
CC(C)(C(=O)c1ccccc1)/[N+]([O-])=C/c1ccc(F)cc1,0%
Cn1c(NCCN2CCCC2)nc2cc(-c3cccc(C(F)(F)F)c3)sc2c1=O,-1%
Cc1c(-c2ccc(OCCN3CCOCC3)cc2)c(=O)oc2ccc3ccccc3c12,7%
CC1(C)OC(=O)C2(Cc3ccccc3N3CCC(c4ccccc4)CC32)C(=O)O1 (stereo not drawn),0%
CN(C(=O)COc1ncnc2ccc(Br)cc12)C1CCCCC1,4%
Cc1ccc(S(=O)(=O)N2C[C@H]3C(=O)C[C@@H](c4ccc(Cl)cc4)N(S(=O)(=O)c4ccccc4C)[C@H]3C[C@H]2c2ccccc2)cc1,1%
CCn1c(SCC(=O)N2CCCCC2)nc2c([nH]c3ccccc32)c1=O,-8%
CC(=O)NC(c1ccccc1)c1nc(-c2ccc3ccccc3c2)cs1 (stereo not drawn),14%

# Single values from above.
# Value for C[C@@H]1Cn2cnc(C(=O)N[C@@H](C)C(=O)OC(C)(C)C)c2C(=O)N1 under BRCA1 expr act: 4%
# Value for CN(CC(=O)Nc1cccc(F)c1)C(=O)c1cccc(S(=O)(=O)N2CCN(Cc3ccccc3)CC2)c1 under BRCA1 expr act: -37%
# Value for CCOC(=O)C1(C)CCCCN1C(=O)c1ccccc1OC (stereo not drawn) under BRCA1 expr act: -2%
# Value for Cc1cccc(C)c1C(O)c1ncc(-c2cccc(F)c2)[nH]1 (stereo not drawn) under BRCA1 expr act: 3%
# Value for Cc1cc(S(=O)(=O)Nc2ccc(C(=O)NCCN3CCOCC3)cc2)ccc1F under BRCA1 expr act: -5%
# Value for COc1cccc(CNc2nc3cc(-c4cccc(Cl)c4)sc3c(=O)n2C)c1OC under BRCA1 expr act: -35%

# Some of the compounds tested; rates above refer to the full screens.
